PglD inh: C. jejuni PglD acetyltransferase inhibitors, primary screen, biochemical, DTNB colorimetric, single point; inhibition, % at 12.5 µM; 360,000 compounds, 0.098% hits; purified PglD enzyme, DTNB colorimetric CoA detection; in the data active = inhibition above about 16%, passing the limit was not always enough; note: strong numbers were not always called active
LGR2 antag: inhibitors of bursicon-induced LGR2 CRE-luciferase signal, primary screen, cell-based, HEK293, CRE-luciferase reporter, bursicon stimulation. Drosophila bursicon receptor LGR2 (rickets). bursicon-stimulated, 4 h. inhibition, % at 9.99 µM. 380,000 compounds, 0.35% hits. AID 720647, 2013;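 active = drop in luminescence signal, shown as inhibition above about 50% in the replicate tests, limit read from the data, passing the limit was not always enough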;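 note: agonist challenge used bursicon conditioned medium at about half maximal strength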
EWS-Fli inh: EWS/Fli-driven NR0B1 reporter inhibitors, primary screen, A673 cells, NR0B1 luciferase, luminescence, MLPCN library; AID 651661, 2012; viability-normalised; inhibition, % at 12.6 µM; 350,000 compounds, 0.67% hits;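 active = mean inhibition of at least 50% after viability correction, with every replicate also passing that limit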;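 note: firefly luciferase signal divided by Alamar Blue viability fluorescence both relative to DMSO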
FN deposition inh: inhibitors of fibronectin matrix deposition, primary screen, AH1F cells, Alexa488-fibronectin fluorescence, plate reader | inhibition, % at 12.6 µM | AH1F fibroblasts, overnight | 350,000 compounds, 0.086% hits | AID 743247, 2014;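 active = mean inhibition across replicates of 30% or more, regardless of how many single replicates reach that level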;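 note: positive control wells lacked labelled fibronectin entirely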
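test system = AH1F fibroblasts assembling fluorescent fibronectin matrix | quantity = 10000 AH1F cells per well | buffer or medium = DMEM plus 2% serum, read in PBS | doses = single dose, pinned | incubation = 1 h cell attachment, overnight exposure to compound and label | detection = fluorescence at 485 nm excitation, 525 nm emission | read-out basis = inhibition from reduced deposited-fibronectin fluorescence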
S100A4 inh HTS: inhibitors of S100A4-myosin IIA peptide binding, primary screen, biochemical, fluorescence polarization, TAMRA-MyoIIA peptide | 360,000 compounds, 0.14% hits | inhibition, % at 10.7 µM | Protein S100-A4 (Homo sapiens), P26447;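 active = mean inhibition of at least 70% across replicates, with every replicate also reaching that level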
Target sequence (P26447 whole entry, looked up): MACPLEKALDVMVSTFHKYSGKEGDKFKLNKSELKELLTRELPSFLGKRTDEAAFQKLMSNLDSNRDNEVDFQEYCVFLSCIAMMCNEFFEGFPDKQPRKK
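Test system – S100A4 monomer (human) · Compound – single-point compound testing · Schedule – 5 min incubation before reading · Probe or stimulus – TAMRA-labelled myosin IIA heavy-chain peptide probe, 5 nM · Benchmarks – neutral control DMSO, positive control TFP · Medium – Calcium-containing HEPES buffer, pH 7.2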
PAX8 reporter: inhibitors of PAX8-driven TPO luciferase reporter, primary screen, RMG-I cells, single concentration; 360,000 compounds, 1.2% hits; SteadyGlo, 24 h; inhibition, % at 12.6 µM;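 active = mean replicate inhibition at least 60% with every replicate also reaching 60%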;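 note: luciferase light reporting Pax8 driven TPO promoter activity; plate controls were median of neutral control wells for no effect and mitoxantrone controls for full effect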
PGC1a acetyl inh: inhibitors of PGC1a acetylation signal, primary screen, cell-based, U2OS, AlphaScreen, inhibitor mode; AlphaScreen anti-acetyl-lysine; with virally co-expressed GCN5 acetyltransferase; inhibition, % at 15.6 µM; 350,000 compounds, 0.17% hits;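 active = every replicate shows inhibition of at least 40%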;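 note: 0% = neutral control wells and 100% = positive control wells; some results beyond the cut were filed as inactive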
ERAP1 HTS inh: human ERAP1 aminopeptidase inhibitors, primary screen, biochemical, single point, plate reader | 340,000 compounds, 0.15% hits | AID 652197, 2013 | recombinant ERAP1, Leu-AMC fluorescence, 60 min | Endoplasmic reticulum aminopeptidase 1 (Homo sapiens), Q9NZ08 | inhibition, % at 10.7 µM;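 active = mean replicate inhibition of at least 30%, or all replicates individually reaching that 30% level; inactive = mean below 30% and not every replicate reaching it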;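 note: 0% = neutral control wells and 100% = L-leucinethiol positive control wells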
Target sequence (Q9NZ08 whole entry, looked up): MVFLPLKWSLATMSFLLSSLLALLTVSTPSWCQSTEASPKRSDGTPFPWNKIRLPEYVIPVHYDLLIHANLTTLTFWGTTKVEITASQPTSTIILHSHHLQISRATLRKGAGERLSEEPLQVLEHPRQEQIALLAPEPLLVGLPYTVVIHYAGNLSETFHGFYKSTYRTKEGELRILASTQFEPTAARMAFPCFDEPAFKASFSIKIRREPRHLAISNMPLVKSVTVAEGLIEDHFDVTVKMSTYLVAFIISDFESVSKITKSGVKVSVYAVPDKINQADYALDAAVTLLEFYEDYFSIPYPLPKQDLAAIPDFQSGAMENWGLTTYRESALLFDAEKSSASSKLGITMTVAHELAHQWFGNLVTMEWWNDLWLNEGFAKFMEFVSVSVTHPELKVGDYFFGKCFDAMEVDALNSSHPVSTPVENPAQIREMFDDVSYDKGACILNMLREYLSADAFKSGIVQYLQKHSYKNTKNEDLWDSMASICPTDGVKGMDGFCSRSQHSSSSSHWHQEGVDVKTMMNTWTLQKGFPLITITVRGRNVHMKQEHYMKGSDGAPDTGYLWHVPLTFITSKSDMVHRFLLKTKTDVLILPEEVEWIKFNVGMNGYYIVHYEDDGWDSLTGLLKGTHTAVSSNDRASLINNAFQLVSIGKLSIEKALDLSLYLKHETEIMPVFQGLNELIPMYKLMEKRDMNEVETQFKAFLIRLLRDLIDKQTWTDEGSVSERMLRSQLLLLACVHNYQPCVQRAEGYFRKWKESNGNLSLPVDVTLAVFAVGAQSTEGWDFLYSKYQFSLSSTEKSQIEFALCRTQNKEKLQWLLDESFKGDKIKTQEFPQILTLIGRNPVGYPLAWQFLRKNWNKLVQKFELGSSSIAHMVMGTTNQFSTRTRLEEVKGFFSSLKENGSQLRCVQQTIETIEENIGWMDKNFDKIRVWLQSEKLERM
* = called active by the depositor.

For O=C(c1cccc(F)c1)N1CCCCN2[C@@H](CO)[C@H](c3ccc(C#CC4(O)CCCC4)cc3)[C@@H]2C1 the results were PglD inh 2.9, LGR2 antag -2.3, EWS-Fli inh -5.1, FN deposition inh 1.8, S100A4 inh HTS 1.4, PAX8 reporter 8.7, PGC1a acetyl inh 3.2 and ERAP1 HTS inh 0.3.
For CN(C(=O)c1cccc(NC(=O)Cc2ccc(NC(=O)C3CCCN(C(=O)CCc4ccccc4)C3)cc2)c1)C1CCC1 (centres undefined) the results were PglD inh -0.7, LGR2 antag 28.2, EWS-Fli inh 2.3, FN deposition inh -3.4, S100A4 inh HTS -3.1, PAX8 reporter 38.2 and PGC1a acetyl inh -10.6.
O=c1[nH]c2c(cnn2-c2ccc(Cl)cc2)c(=O)n1-c1cccc(Cl)c1 was read as LGR2 antag -3.3, EWS-Fli inh 8.3, FN deposition inh 6.5, S100A4 inh HTS -2.5, PAX8 reporter 13.7 and ERAP1 HTS inh 5.7.
`Cc1ccc(SC(C)C(=O)Nc2ccncc2)cc1` (centres undefined) gave PglD inh -3.0, LGR2 antag -13.7, FN deposition inh 10.3 and PGC1a acetyl inh 1.4.
For CCCS(=O)(=O)c1nc(S(=O)(=O)c2ccc(C)cc2)c(N2CC(C)OC(C)C2)s1 (centres undefined) the results were PglD inh -7.8, LGR2 antag 9.6, EWS-Fli inh 5.4, FN deposition inh -21.2, S100A4 inh HTS -1.3, PAX8 reporter 25.5, PGC1a acetyl inh -9.9 and ERAP1 HTS inh -0.9.
For Cc1ccccc1N1CCN(S(=O)(=O)c2nnc(NC(=O)c3ccc(F)cc3)s2)CC1 the results were PglD inh -0.1, LGR2 antag 14.2, FN deposition inh -8.0, S100A4 inh HTS -1.6, PAX8 reporter 24.6, PGC1a acetyl inh 14.4 and ERAP1 HTS inh 1.6.
For CSc1nc(N)c2c(C)c(C)sc2n1 the results were LGR2 antag -8.0, EWS-Fli inh -3.3, FN deposition inh 7.3, S100A4 inh HTS -4.4, PAX8 reporter -12.1 and ERAP1 HTS inh 8.1.
For COC(=O)c1c(NC(=O)COC(=O)c2ccc(Cl)nc2)sc(C)c1C the results were PglD inh -5.1, LGR2 antag -19.2, EWS-Fli inh 2.3, FN deposition inh -3.6, S100A4 inh HTS -3.1, PAX8 reporter 9.6, PGC1a acetyl inh 0.5 and ERAP1 HTS inh 3.0.
`CN1CCN(C(=O)C23CC4CC(C)(CC(C)(C4)C2)C3)CC1` gave PglD inh -2.8, LGR2 antag -1.4, EWS-Fli inh -23.4, FN deposition inh 4.7, S100A4 inh HTS -0.2, PAX8 reporter 3.3 and ERAP1 HTS inh 6.3.
O=C(NC[C@H]1[C@@H](c2ccccc2)[C@H](CO)N1CC1CCCC1)c1cccnc1 was read as PglD inh 0.1, LGR2 antag -13.2, EWS-Fli inh 1.5, PAX8 reporter 2.4 and PGC1a acetyl inh -8.4.
COCC(=O)N1CCC2(CC1)CN(Cc1ccc3c(c1)OCO3)[C@@H](CO)c1c2c2ccc(OC)cc2n1C was read as LGR2 antag 2.7, EWS-Fli inh 4.5, S100A4 inh HTS 2.6, PGC1a acetyl inh 9.7 and ERAP1 HTS inh -5.3.
COc1ccc(S(=O)(=O)CC(=O)Nc2ccccc2Cl)cc1 was read as PglD inh -4.9, LGR2 antag -8.4, EWS-Fli inh 2.7, FN deposition inh -0.6, S100A4 inh HTS 0.4, PAX8 reporter -9.6, PGC1a acetyl inh -13.1 and ERAP1 HTS inh -7.6.
For COc1ccc(NC(=O)c2ccco2)cc1NC(=O)COc1ccccc1 the results were PglD inh -2.4, LGR2 antag 1.7, EWS-Fli inh -17.3, FN deposition inh -9.6, S100A4 inh HTS -1.4, PAX8 reporter -34.5, PGC1a acetyl inh 11.7 and ERAP1 HTS inh 10.5.
C=CCC[C@@H](Cc1ccc(F)cc1)C(=O)OC[C@@H]1CCCN1C(=O)[C@@H](CC=C)CC(=O)N(CCO)Cc1ccccc1 was read as PglD inh 8.7, LGR2 antag 24.3, EWS-Fli inh 1.1, FN deposition inh -10.6, S100A4 inh HTS 3.2, PAX8 reporter 14.6, PGC1a acetyl inh 8.2 and ERAP1 HTS inh 0.8.
COc1cccc(NC(=O)Cn2c(CCC(=O)O)ccc2-c2ccc(Cl)cc2)c1 was read as LGR2 antag 3.4, EWS-Fli inh -0.4, FN deposition inh -1.6, S100A4 inh HTS -3.3, PAX8 reporter 8.2, PGC1a acetyl inh 0.0 and ERAP1 HTS inh -1.3.
`CO[C@@H]1CN(C)C(=O)c2ccc(NC(=O)NC(C)C)cc2OC[C@@H](C)N(Cc2cncnc2)C[C@@H]1C` gave LGR2 antag 9.0, EWS-Fli inh -3.5, FN deposition inh -9.4 and PGC1a acetyl inh 2.5.
`CC(=O)N[C@@H]1CC[C@H](CCNC(=O)C2CC2)O[C@H]1CO` gave PglD inh 1.1, LGR2 antag -18.8, EWS-Fli inh -1.2, FN deposition inh 0.6, S100A4 inh HTS 1.0, PAX8 reporter 6.6, PGC1a acetyl inh 1.4 and ERAP1 HTS inh -3.1.
Screening O=C(CCNc1ccc(Cc2ccncc2)cc1)c1ccc([N+](=O)[O-])cc1 returned EWS-Fli inh 13.0, FN deposition inh 7.4, S100A4 inh HTS -3.8, PAX8 reporter 11.5 and ERAP1 HTS inh -1.6.
Screening CCc1c(C)nc2ncnn2c1N1CCCC(C(=O)NCc2cccs2)C1 (centres undefined) returned EWS-Fli inh 10.0, FN deposition inh -3.9, S100A4 inh HTS -1.5, PAX8 reporter 12.9 and ERAP1 HTS inh 3.1.
For Cc1cc(OCc2nn[nH]n2)c2c(-c3ccccc3)cc(=O)oc2c1 the results were PglD inh 2.4, FN deposition inh 4.8, PAX8 reporter -3.3 and PGC1a acetyl inh 10.8.
For CCN(CC)CCNC(=O)C1c2ccccc2Oc2ccccc21 the results were PglD inh -1.6, LGR2 antag 6.2, EWS-Fli inh -2.4, FN deposition inh 3.9, S100A4 inh HTS -0.2, PAX8 reporter -11.1, PGC1a acetyl inh 7.9 and ERAP1 HTS inh -3.9.
Screening O=C(Nc1cccc2ncccc12)c1ccc(Cl)cc1 returned PglD inh 7.0, LGR2 antag -1.0, EWS-Fli inh -14.4, FN deposition inh 2.5, S100A4 inh HTS -4.7, PAX8 reporter 19.0, PGC1a acetyl inh 20.3 and ERAP1 HTS inh 5.1.
CCCN1C[C@@H](C)[C@@H](OC)CN(C)C(=O)c2cc(NC(=O)c3cnccn3)ccc2OC[C@H]1C was read as PglD inh 1.5, LGR2 antag -2.6, EWS-Fli inh -5.9, FN deposition inh -7.4, S100A4 inh HTS 11.9, PGC1a acetyl inh -2.3 and ERAP1 HTS inh 1.7.
CCc1cccc(C)c1N1C(=O)CN(Cc2ccccc2)C1=S was read as PglD inh 0.8, LGR2 antag -11.6, EWS-Fli inh 13.5, FN deposition inh -2.8, S100A4 inh HTS 2.7, PAX8 reporter -2.2 and ERAP1 HTS inh -0.7.

Compounds shown so far with an aryl thioether with sulfur outside any ring, in the order listed:
`Cc1ccc(SC(C)C(=O)Nc2ccncc2)cc1` (centres undefined) gave PglD inh -3.0, LGR2 antag -13.7, FN deposition inh 10.3 and PGC1a acetyl inh 1.4.
For CSc1nc(N)c2c(C)c(C)sc2n1 the results were LGR2 antag -8.0, EWS-Fli inh -3.3, FN deposition inh 7.3, S100A4 inh HTS -4.4, PAX8 reporter -12.1 and ERAP1 HTS inh 8.1.

(more compounds)
`COCCn1c(NC(=S)NC(=O)C2CC2)cc(=O)[nH]c1=O` gave PglD inh 8.2, LGR2 antag 9.6, EWS-Fli inh -5.4, FN deposition inh 3.6, S100A4 inh HTS 1.0, PAX8 reporter -4.1, PGC1a acetyl inh 2.6 and ERAP1 HTS inh -0.4.
`CN1C2CCC1CC(NC(=O)c1ccc(Cl)cc1)C2` (centres undefined) gave PglD inh 2.1, EWS-Fli inh 4.2, FN deposition inh -1.1, S100A4 inh HTS 2.5, PAX8 reporter 1.2, PGC1a acetyl inh 4.6 and ERAP1 HTS inh -0.2.
COc1ccc(-c2nn(-c3ccccc3)cc2CN2CCCO2)c(F)c1 was read as PglD inh 0.3, LGR2 antag -0.2, EWS-Fli inh -18.6, FN deposition inh 5.0, S100A4 inh HTS -31.9, PAX8 reporter 15.7, PGC1a acetyl inh -14.4 and ERAP1 HTS inh -0.7.
Screening CC(C)(C)C(=O)NC(=S)Nc1ccc(Cc2ccncc2)cc1 returned PglD inh -10.7, LGR2 antag -8.3, EWS-Fli inh 5.6, FN deposition inh -3.0, S100A4 inh HTS -4.3, PAX8 reporter 1.8, PGC1a acetyl inh 11.7 and ERAP1 HTS inh -4.0.
For CCCOC(=O)c1c(NC(=O)c2cnn3c2NC(c2ccccc2)CC3C(F)(F)F)sc2c1CCCC2 (centres undefined) the results were PglD inh 4.0, LGR2 antag 0.8, EWS-Fli inh 6.2, FN deposition inh 3.8, S100A4 inh HTS -4.3, PAX8 reporter 0.2 and ERAP1 HTS inh -1.1.
CO[C@H]1CN(C)C(=O)c2ccc(NC(=O)Cc3ccccc3)cc2OC[C@@H](C)N(C(=O)c2ccccc2F)C[C@H]1C was read as PglD inh -2.1, LGR2 antag 15.5, EWS-Fli inh -3.9, FN deposition inh 2.7, S100A4 inh HTS -58.8, PAX8 reporter -1.6 and PGC1a acetyl inh -9.3.
CCCCCCN(C(=O)CCl)c1ccccc1 was read as PglD inh -3.2, LGR2 antag -23.3, EWS-Fli inh 41.7, FN deposition inh -5.2, S100A4 inh HTS 2.9, PAX8 reporter 104.4* and PGC1a acetyl inh 3.0.
For O=C(NCCCN1CCOCC1)c1ccc(Cl)cc1Cl the results were PglD inh 4.0, LGR2 antag 4.1, EWS-Fli inh -5.8, FN deposition inh 1.1, S100A4 inh HTS 1.0, PAX8 reporter -29.5, PGC1a acetyl inh -2.2 and ERAP1 HTS inh -4.0.
CCOC(=O)C1CCCN(C(=O)Cn2nc(C)c3c(C)n(-c4ccccc4)nc3c2=O)C1 (centres undefined) was read as PglD inh -0.2, LGR2 antag -6.6, EWS-Fli inh 2.6, FN deposition inh 4.5, S100A4 inh HTS -6.3, PAX8 reporter 7.1, PGC1a acetyl inh 0.8 and ERAP1 HTS inh -0.9.
CCCC(=O)N1CCC2(CC1)CN(C(=O)c1ccc(F)cc1)[C@H](CO)c1[nH]c3cc(OC)ccc3c12 was read as LGR2 antag -14.3, EWS-Fli inh 1.1, S100A4 inh HTS 9.2, PAX8 reporter -6.1, PGC1a acetyl inh 2.0 and ERAP1 HTS inh -2.8.
For CCC(=O)N1C[C@@H](C)[C@@H](OC)CN(C)C(=O)c2ccc(NC(=O)C3CC3)cc2OC[C@H]1C the results were PglD inh 2.0, LGR2 antag 1.1, EWS-Fli inh -4.3, FN deposition inh -6.4, S100A4 inh HTS -18.1, PAX8 reporter -3.4, PGC1a acetyl inh 0.0 and ERAP1 HTS inh -1.3.

Bioassay records as filed in PubChem.
